Bioassay records: PubChem BioAssay, Sanford-Burnham Center for Chemical Genomics
APJ antag = APJ receptor antagonism. P35414. AID 2521. CHO-K1 APJ beta-arrestin complementation, luminescence. inhibition, % at 20 µM. hit rate 0.32% among 330,000;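 active = inhibition above about 40% at 20 µM, limit read from the data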;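 note: cells challenged with 10 nM apelin-13 agonist together with compound; plate controls were apelin-13 plus DMSO wells for no effect and DMSO wells lacking apelin-13 for full effect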
Target sequence (P35414 whole entry, looked up): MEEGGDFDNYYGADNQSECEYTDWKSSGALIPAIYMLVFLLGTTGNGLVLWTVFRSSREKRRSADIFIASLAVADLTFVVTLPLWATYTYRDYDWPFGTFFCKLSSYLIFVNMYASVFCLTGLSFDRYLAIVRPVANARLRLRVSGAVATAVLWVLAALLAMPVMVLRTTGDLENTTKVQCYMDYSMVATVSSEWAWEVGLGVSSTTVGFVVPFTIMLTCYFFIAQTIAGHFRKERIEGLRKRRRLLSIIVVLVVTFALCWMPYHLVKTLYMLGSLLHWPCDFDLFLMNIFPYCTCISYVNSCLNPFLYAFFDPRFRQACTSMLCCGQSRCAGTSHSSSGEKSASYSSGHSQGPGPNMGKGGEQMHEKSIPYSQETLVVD
UBC13 inh = blocks human UBC13 polyubiquitin chain formation; hit rate 0.47% among 330,000; AID 485273; P61088; inhibition, % at 20 µM; TR-FRET; in the data active = inhibition above about 45%, passing the limit was not always enough
Target sequence (P61088 whole entry, looked up): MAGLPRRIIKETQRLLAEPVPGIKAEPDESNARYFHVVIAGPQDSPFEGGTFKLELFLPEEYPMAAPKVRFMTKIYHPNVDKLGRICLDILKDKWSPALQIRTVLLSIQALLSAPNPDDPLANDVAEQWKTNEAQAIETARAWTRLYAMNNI
Jurkat NFkB inh = lowers PMA/ionomycin-induced NF-kB signal in Jurkat cells; hit rate 0.53% among 330,000; PMA/ionomycin-induced NF-kB luciferase reporter, luminescence; inhibition, % at 4 µM; in the data active = inhibition above about 50%
EBI2 block = antagonists of human EBI2 receptor. EBI2 beta-arrestin recruitment, luminescence, 7a,25-OHC stimulated. inhibition, % at 5 µM. hit rate 0.81% among 360,000; in the data active = inhibition above about 38%;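 note: enzyme fragment complementation signal reports receptor beta-arrestin coupling in cells; 0% = agonist plus DMSO wells and 100% = wells without agonist; some results beyond the cut were filed as inactive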
Target sequence (P32249 whole entry, looked up, the tested form may be a part): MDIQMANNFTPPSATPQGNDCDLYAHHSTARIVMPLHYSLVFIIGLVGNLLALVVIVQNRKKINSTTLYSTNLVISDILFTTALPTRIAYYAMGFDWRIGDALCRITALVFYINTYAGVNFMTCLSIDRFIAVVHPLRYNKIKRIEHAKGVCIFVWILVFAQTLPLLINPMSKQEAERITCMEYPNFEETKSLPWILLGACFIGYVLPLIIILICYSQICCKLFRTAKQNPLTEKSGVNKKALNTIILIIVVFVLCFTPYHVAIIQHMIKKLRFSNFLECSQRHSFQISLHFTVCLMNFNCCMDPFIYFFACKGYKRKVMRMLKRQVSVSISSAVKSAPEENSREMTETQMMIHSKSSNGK
697 NFkB inh = inhibitors of the PMA/ionomycin-induced NF-kB reporter in 697 B cells; AID 435022; hit rate 0.33% among 330,000; inhibition, % at 4 µM; 697 B-cell NF-kB luciferase reporter, 16 h; in the data active = inhibition above about 35%
Gli-Sufu antag = blocks Gli-Sufu signaling in a luciferase reporter; inhibition, % at 5 µM; Sufu-KO-LIGHT fibroblasts, Gli luciferase reporter luminescence; AID 588413; hit rate 0.74% among 340,000;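 active = inhibition above about 55%, limit read from the data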;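 note: 0% = DMSO-treated cells and 100% = wells with medium but no cells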
CXCR6 inh = inhibitors of human CXCR6 receptor; O00574; CHO-K1 PathHunter CXCR6 beta-arrestin, luminescence; inhibition, % at 20 µM; hit rate 0.36% among 360,000; in the data active = inhibition above about 34%, passing the limit was not always enough;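 note: antagonist mode with CXCL16 agonist at 10 nM final; 0% = 10 nM CXCL16 with DMSO and 100% = unstimulated wells without agonist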
CCR6 antagonist = antagonists of human CCR6 receptor; inhibition, % at 20 µM; hit rate 0.49% among 340,000; CHO-K1 CCR6 PathHunter beta-arrestin, luminescence, CCL20-stimulated; AID 493098;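 active = compounds whose inhibition of the agonist-driven luminescence signal at 20 µM reaches about 50%, limit read from the data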;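 note: cells stimulated with CCL20 at 14 nM final; plate controls were DMSO with CCL20 for no effect and DMSO without agonist for full effect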
Active calls of the source: *; nt = no result given.

SMILES	APJ antag	UBC13 inh	Jurkat NFkB inh	EBI2 block	697 NFkB inh	Gli-Sufu antag	CXCR6 inh	CCR6 antagonist
COc1cc(/C=C2\C(=N)N3N=C(S(C)(=O)=O)SC3=NC2=O)ccc1OS(=O)(=O)c1ccc(C)cc1	9	-14	7	10	-11	-1	-2	14
COc1cc(C2C(=O)N(C3CCCC3)CC(=O)N2Cc2ccco2)ccc1OC(C)C (stereo unspecified)	11	2	17	-3	8	0	-3	3
CC(CC(=O)NCCc1ccc(F)cc1)c1ccccc1 (stereo unspecified)	-14	2	4	17	1	-6	-17	12
COc1ccc(CSc2nc3ccccc3c(=O)n2CCCN2CCOCC2)cc1F	26	2	-14	12	-21	13	4	20
COc1ccc(-c2n[nH]c(C)c2-c2cnn(-c3ccccc3)c2)c(O)c1	2	11	14	9	24	0	6	16
O=C(NNC(=S)NC1CCCCC1)c1cccs1	13	-2	3	0	-13	8	6	15
COc1ccc(Cc2nnc(NC(=O)Nc3ccccc3OC)s2)cc1	-16	3	-8	-16	-15	-7	8	9
Cc1[nH][nH]c(=O)c1N=Nc1ccc(S(N)(=O)=O)cc1	10	-38	-4	-19	11	11	19	22
O=C(CC1(O)CCCCC1)OC1CCCC1	nt	nt	nt	-4	nt	3	14	7
CC(=O)c1sc(NC(=O)CCS(=O)(=O)c2ccccc2)nc1C	-1	-9	10	3	-40	-5	1	-3
C/C(=N/N=C1/NC(=O)CC(C(=O)O)S1)c1ccccc1 (stereo unspecified)	0	4	1	8	2	1	6	3
O=C(C[n+]1cc(Br)cc2ccccc21)c1ccc(Br)cc1	11	-8	-10	19	6	2	-6	8
O=C(O)CCCC(=O)NCc1c(Cl)cccc1Sc1ccc(Cl)cc1	-30	4	-6	-14	12	-15	-2	-10
COc1cc(-c2cc(C(=O)NCc3ccc(S(N)(=O)=O)cc3)c3ccccc3n2)cc(OC)c1OC	19	13	-4	-6	21	49	4	17
COc1ccccc1C(=O)NCC(=O)OCC(=O)NNC(=O)c1ccc(Br)cc1	6	-14	-9	9	-5	4	-12	-1
CCN(Cc1nc(-c2ccc(C)cc2)no1)C(=O)c1ccco1	1	-4	0	14	12	20	0	17
O=C(NCCCc1ccccc1)C(=O)NCC1OCCN1S(=O)(=O)c1cc(F)ccc1F (stereo unspecified)	-37	-2	1	4	-2	6	-6	-9
Cc1cc(NC(=O)c2ccc([N+](=O)[O-])cc2Cl)ccc1NC(=O)c1ccco1	-34	-6	1	-19	-1	-19	-12	4
COc1cccc(CC2(CO)CCCN(Cc3cn[nH]c3C3CCCCC3)C2)c1 (stereo unspecified)	9	9	2	11	-1	25	4	1
Cc1onc(-c2ccccc2)c1C(=O)OCC(=O)N1CCC(C)CC1	19	-13	-14	4	-3	-1	9	3

SMILES	APJ antag	UBC13 inh	Jurkat NFkB inh	EBI2 block	697 NFkB inh	Gli-Sufu antag	CXCR6 inh	CCR6 antagonist
Cc1ccc(SCC(=O)O/N=C(\N)c2ccc([N+](=O)[O-])cc2)cc1	-34	-1	4	2	25	5	0	-8
CCOc1cccc(C(=O)Nc2cc(C)ccc2NC(=O)c2ccco2)c1	4	4	7	-1	9	4	2	-2
O=C(COc1ccc2ccccc2c1Br)Nc1ncn[nH]1	0	-52	-89	-8	10	-6	0	-1
O=C(Oc1ccc(-c2csnn2)cc1)C1CC1	12	2	-11	-2	6	-4	5	-10
COc1ccc(OC)c(N(CC(=O)Nc2cccnc2)S(=O)(=O)c2ccc(OC)c(OC)c2)c1	-2	5	-2	6	-3	-2	-2	19
CCn1c(CSc2nc3ccccc3[nH]2)n[nH]c1=S	-34	1	-3	1	13	3	1	10
C=CCc1ccc(OCC(O)CN2CCN(Cc3ccccc3)CC2)c(OC)c1 (stereo unspecified)	9	5	-3	-9	0	-6	-1	14
Cc1nn(-c2ccc(F)cc2)c2sc(C(=O)OC3CCOC3=O)cc12 (stereo unspecified)	-7	18	-6	4	30	6	6	8
COC(=O)c1cc(NC2c3ccccc3C(=O)N2CCN2CCOCC2)cc(C(=O)OC)c1 (stereo unspecified)	-8	-3	-18	-2	5	2	2	-4
COC(=O)c1ccsc1NC(=O)CN1CCN(Cc2ccc3c(c2)OCO3)CC1	-21	-1	3	8	7	2	-9	6
COc1ccc(N2CCN(CCCNC(=O)C(=O)c3c(C)n(C)c4ccccc34)CC2)cc1	6	15	-4	11	-7	21	2	19
COc1cc(CN2CCCC(CO)(Cc3cccc(Cl)c3)C2)cc(OC)c1O (stereo unspecified)	-19	4	5	-4	2	15	-9	7
C[C@@]12CC(=O)NC1N(C(=O)c1ccccc1)C(c1ccccc1OC(=O)c1ccccc1)C2 (stereo partly specified)	3	-2	0	-9	-29	-1	-1	-1
CC(NC(=O)COC(=O)c1ccc(N(C)C)cc1)c1ccccc1 (stereo unspecified)	38	2	-4	8	9	3	-7	6
COc1ccc(SCCN2CC[C@@H](C(C)(C)C)CCC2=O)cc1	6	-2	-8	0	7	-6	5	19
COc1ccc(CN2C3CCC2CC(NC(=O)c2cccc(F)c2)C3)cc1 (stereo unspecified)	-6	19	3	-6	0	48	4	13
S=C(NCCc1ccc(Cl)cc1)NCc1ccco1	-10	5	-1	-2	16	0	-18	15
O=C(CSc1nc2ccccc2c(=O)n1-c1ccccc1Cl)NC1CCS(=O)(=O)C1 (stereo unspecified)	6	2	-4	-6	17	-1	2	-1
Cc1[nH]c(=S)c(C#N)c2c1CCCC2	-37	2	2	-10	9	2	-14	-11
O=C(CCN1C(=O)COc2ccccc21)NCCCN1CCN(c2ccc(F)cc2)CC1	9	3	-9	-6	-12	9	4	3

SMILES	APJ antag	UBC13 inh	Jurkat NFkB inh	EBI2 block	697 NFkB inh	Gli-Sufu antag	CXCR6 inh	CCR6 antagonist
Cc1ccc(S(=O)(=O)N[C@@H](C)C(=O)N2CCC(C(=O)N3CCC[C@H]3C(=O)O)CC2)cc1	-26	-12	-20	-37	-31	-4	1	2
COc1ccc(NS(=O)(=O)c2cccc(C(=O)NCC3CCCO3)c2)cc1 (stereo unspecified)	-56	1	-8	-8	8	-2	-7	-4
O=C(NCCCC1CCCC1)C1CCC(=O)N(Cc2ccccc2F)C1 (stereo unspecified)	14	-4	-14	4	0	1	0	12
Cc1ccc(S(=O)(=O)Nc2ccc3c(c2)C(=O)N([C@H](C)CO)C[C@@H](C)[C@@H](CN(C)C(=O)Nc2cccc4ccccc24)O3)cc1	-2	13	-10	-7	7	-1	-5	17
COc1cc(OC)c(S(=O)(=O)Nc2ccccc2N2CCOCC2)cc1NC(C)=O	11	6	-12	3	16	1	-3	8
S=C(NCc1ccncc1)NC1CCCC1	7	6	2	7	11	4	-9	10
CC(=O)Nc1cc(C(=O)NCCN2CCN(Cc3ccccc3)CC2)ccc1Sc1ccc(C)cc1	-27	3	-1	-1	3	13	-3	6
CC(C)c1cc(-c2n[nH]c(=S)n2Cc2ccccc2)cs1	-18	-4	1	6	-13	-4	33	6
COCCn1c(C)cc(C(=O)COC(=O)c2ccc(Cl)c(S(N)(=O)=O)c2)c1C	9	-8	-113	-3	-184	-51	-4	10
N#Cc1ccc(C23OCCN2CCn2nc4ccccc4c23)cc1 (stereo unspecified)	4	-1	-15	-2	-7	-1	-6	14
COc1cc(C(=O)OCC(=O)NC(=O)NCc2ccccc2)ccc1OC(F)F	14	5	0	-11	-9	-2	5	2
COc1cccc(/C=N/NC(=O)c2ccc(-n3cnnn3)cc2)c1	-10	1	3	-12	27	-2	-3	3
COc1ccc(N2CCCn3c2nc2c3c(=O)n(Cc3ccccc3F)c(=O)n2C)c(OC)c1	3	3	14	3	1	8	-1	-4
O=C(Cc1ccccc1)c1c[nH]c(C(=O)O)c1	0	-4	5	-6	-8	-2	7	0
COc1ccc(OC)c(CCNC(=O)C2CCN(c3ncnc4c3nc3n4CCCCC3)CC2)c1	-3	11	-5	13	3	11	1	15
O=C1C(Cc2ccccc2)Nc2ncnc(N3CCc4ccccc4C3)c2N1Cc1ccc(Br)cc1 (stereo unspecified)	-51	-17	-5	nt	-22	nt	nt	nt
CCCCCNC(=O)N[C@H](C(=O)O)C(C)C	-8	1	-2	-3	17	42	-4	-14
CCCN(CCC)S(=O)(=O)c1ccc(NC(=O)c2cc(C(=O)OC)cc([N+](=O)[O-])c2)cc1	-9	-13	26	29	-5	-6	-1	18
CC(C)CCNC(=O)COc1ccc(C(=O)c2ccccc2)cc1	5	3	-3	4	0	2	4	2
Cc1ccc(-c2nnc(-c3ccc(NC(=O)Cc4cccs4)cc3)o2)cc1	9	-5	-28	36	-10	-24	-2	13

Whole records from above:
N#Cc1ccc(C23OCCN2CCn2nc4ccccc4c23)cc1 (stereo unspecified) is entered as APJ antag = 4; UBC13 inh = -1; Jurkat NFkB inh = -15; EBI2 block = -2; 697 NFkB inh = -7; Gli-Sufu antag = -1; CXCR6 inh = -6; CCR6 antagonist = 14
Cc1ccc(S(=O)(=O)N[C@@H](C)C(=O)N2CCC(C(=O)N3CCC[C@H]3C(=O)O)CC2)cc1 is entered as APJ antag = -26; UBC13 inh = -12; Jurkat NFkB inh = -20; EBI2 block = -37; 697 NFkB inh = -31; Gli-Sufu antag = -4; CXCR6 inh = 1; CCR6 antagonist = 2

Later entries.
SMILES	APJ antag	UBC13 inh	Jurkat NFkB inh	EBI2 block	697 NFkB inh	Gli-Sufu antag	CXCR6 inh	CCR6 antagonist
COc1ccc(-c2c3c(=O)n(C)c(=O)n(C)c3cn2-c2cccc(OC)c2)cc1	-9	-4	-22	8	-13	18	4	4
OCCC1CN(Cc2cn[nH]c2C2CCCCC2)CCN1C1CCCC1 (stereo unspecified)	15	14	-7	-9	-7	12	2	4
CC(=O)N1N=C(c2ccccc2)CC1c1ccccc1[N+](=O)[O-] (stereo unspecified)	-32	4	-10	-6	-13	-5	-8	-11
C=CCN(CC=C)S(=O)(=O)c1ccc(NC(=S)NC(=O)C2CC2)cc1	7	-4	8	8	14	2	8	34
CC(Sc1ccc(S(=O)(=O)N2CCOCC2)cn1)c1ccccc1Cl (stereo unspecified)	9	7	20	2	-8	12	-2	19
O=C(CCCSc1ccccc1)Nc1nc(-c2ccco2)c(-c2ccco2)s1	nt	nt	nt	10	nt	2	-4	24
Brc1ccccc1-n1nnc(-c2nccs2)n1	5	4	-99	-14	-111	-88	-5	11
O=C(CN1CCN(S(=O)(=O)c2cccc(Br)c2)CC1)N1CCCCC1	13	-9	8	-11	-8	2	-4	-1
Brc1cccc(-c2nc3cccnc3nc2-c2cccc(Br)c2)c1	13	-2	2	20	-10	7	-4	23
